Assay outcomes from PubChem BioAssay.
hcGAS lum: blocks human cGAS activity | inhibition, % at 12.5 µM | recombinant h-cGAS, ATP depletion, Kinase-Glo luminescence | Q8N884 | hit rate 0.081% among 290,000 | AID 1259398;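 also: 0% = vehicle reaction and 100% = reaction without DNA for no activity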
Target sequence (Q8N884 whole entry, looked up): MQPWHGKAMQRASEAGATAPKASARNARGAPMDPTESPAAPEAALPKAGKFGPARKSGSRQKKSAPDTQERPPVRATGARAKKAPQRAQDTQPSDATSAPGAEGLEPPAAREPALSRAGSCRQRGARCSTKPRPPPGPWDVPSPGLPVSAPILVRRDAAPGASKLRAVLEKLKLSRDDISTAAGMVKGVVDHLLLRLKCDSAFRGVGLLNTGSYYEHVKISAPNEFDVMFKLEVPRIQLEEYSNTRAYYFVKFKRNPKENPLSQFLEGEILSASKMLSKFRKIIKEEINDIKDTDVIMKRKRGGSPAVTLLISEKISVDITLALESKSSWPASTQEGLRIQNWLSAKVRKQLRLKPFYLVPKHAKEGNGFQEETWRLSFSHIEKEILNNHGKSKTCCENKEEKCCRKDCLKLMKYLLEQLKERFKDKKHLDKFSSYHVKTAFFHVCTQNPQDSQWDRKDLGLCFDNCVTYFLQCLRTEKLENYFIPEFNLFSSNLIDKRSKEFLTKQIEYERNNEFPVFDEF
NPYLR7 agonist: activates Aedes aegypti NPYLR7 receptor; AID 1259423; hit rate 0.15% among 270,000; activation, % at 10 µM; HEK293T NPYLR7/Galpha15, GCaMP6s calcium fluorescence; in the data active = activation above about 40%;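 also: 0% = vehicle and 100% = reference agonist at the receptor; some compounds past the cut are filed as inactive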
mcGAS lum: inhibitors of mouse cGAS. Q8C6L5. recombinant cGAS, Kinase-Glo ATP depletion luminescence. inhibition, % at 12.5 µM. hit rate 0.15% among 160,000. AID 1259399;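 also: 0% = negative control wells and 100% = reference inhibitor with no enzyme activity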
Active calls of the source: *; x = no result given; & = joins results of further samples. Rule as the data show it, unless noted: active = inhibition above about 40%; inactive = the rest.

SMILES	hcGAS lum	NPYLR7 agonist	mcGAS lum
N#CC1(c2ccccn2)Cc2cc([N+](=O)[O-])ccc2N2CCCCC21 (stereo unspecified)	-1	-2	x
O=C(Cn1cnc([N+](=O)[O-])n1)NCc1cccs1	-3	-8	-3
CC(C)n1cc(CN2CCC(CCC(=O)N3CCN(c4ccccc4)CC3)CC2)cn1	-6	4	x
CC(C(=O)NCc1ccc(Cl)cc1)n1c(=O)c(N2CCOCC2)nc2ccccc21 (stereo unspecified)	-5	0	x
Cc1ccc(-c2cc3c(=O)n(CC(=O)NC4CCCC4)ccn3n2)cc1	-7	8	-9
CCCCN(CC(=O)Nc1cc(-c2ccccc2)nn1-c1ccc(Cl)c(Cl)c1)C(=O)Nc1cccc(C(F)(F)F)c1	1	1	-4
COCCCN(Cc1ccc(C(O)(c2cccc(F)c2)c2cccc(F)c2)o1)Cc1ccccc1OC	-4	-8	-5
CC(C)n1cnnc1CN(C)Cc1ccc2c(c1)OC(F)(F)O2	-4	25	x
C=Cc1ccc(Cn2c(C)c(C(=O)NCc3ccc(C(C)C)cc3)sc2=O)cc1	1	-8	x
COCCNc1cc(C)nc2c(-c3ccccc3)c(C)nn12	-7	-6	-8
CS(=O)(=O)c1ccc(CN2CCN3CCNC(=O)C3C2)cc1 (stereo unspecified)	-8	2	-18
O=[N+]([O-])c1cccnc1Nc1cc(Cl)cc(Cl)c1	-11	11	x
CC(C)C1CN(C(=O)CNC(N)=O)CCCN1CC1CC1 (stereo unspecified)	-7	26	x
CC1CN(CC(=O)Nc2ccc(S(=O)(=O)N3CCCC3)cc2)CC(C)O1 (stereo unspecified)	-2	12	2
COc1ccccc1C1=NOC(CN(Cc2ccccc2Cl)C(=O)NC(C)(C)C)C1 (stereo unspecified)	-10	11	-11
COc1ccc(N2CCCN(C(=O)C3COCCO3)CC2)cc1 (stereo unspecified)	-11	-6	x
CCn1nc(C)c(NC(=O)CNC(c2nccn2C)C(C)C)c1C (stereo unspecified)	-2	5	x
Cc1ccccc1C(=O)N[C@@H]1CCCCC1NC(=O)C1CCN(C(=O)C(C)Cl)CC1 (stereo partly specified)	-4	x	-6
CN(C)c1ccccc1NC(=O)N1CCN(S(=O)(=O)N(C)C2CCCCC2)CC1	-7	7	x
COc1cc(OC)c(OC)cc1C=CC(=O)c1ccc(I)cc1	2	21	-1
CCOC(=O)N1CCN(C(=O)CSc2ccc(NC(C)=O)nn2)CC1	-1	-1	x
CN1CCC(Cn2nc(CC3CCNCC3)n(-c3ccccc3)c2=O)C1 (stereo unspecified)	-5	-1	-9
CNC(=O)CN(C)c1nc(-c2ccccc2)c2ccccc2n1	-4	0	-14
O=C(Nc1cccnc1N1CCN(C(=O)NCc2ccc(Cl)cc2)CC1)c1ccc2c(c1)OCO2	-2	29	-5
c1ccc(-c2cnn3cc(CN4CC(n5cccn5)C4)cnc23)cc1	-9	23	x
CCCCc1nnc(N)s1	-1	-3	x
COc1ccc(S(=O)(=O)Nc2ccccc2F)c2ccccc12	1	2	-5
CCCSc1nnc2c(n1)OC=Nc1ccc(Br)cc1-2	2	4	x
CCCCN(CCC(=O)NCCc1ccc(Cl)cc1Cl)c1nc(Cc2ccc(F)cc2)ns1	-6	-2	-5
CCOC(=O)C1(C)CCCCCN1C(=O)c1ccc(C(F)(F)F)nc1C (stereo unspecified)	-8	-1	x
OC(COCc1ccccc1)CN(Cc1c(-c2ccccc2)noc1N1CCCCC1)CC1CC1 (stereo unspecified)	-4	6	-5
CN(CC(=O)NC1CCN(C2CCCCCC2)C1)C(=O)c1ccsc1 (stereo unspecified)	3	4	x
Cc1cccn2c(=O)c3cc(C#N)c(=O)n(-c4nccs4)c3nc12	-5	4	-4
O=C(Nc1nnc(SCc2cccc([N+](=O)[O-])c2)s1)c1ccccc1F	-2	20	-3
N#Cc1ccc(C(=O)N(CCN2CCOCC2)c2nc3ccc(Br)cc3s2)cc1	3	10	x
CCOC(=O)c1c(NC(=O)C(C)(C)C)sc(C(=O)Nc2cccc(OC)c2)c1C	-7	-5	-6
CC(C)OCCCNC(=O)CCCc1nnc2c(=O)n(-c3ccc(Cl)cc3)ccn12	-3	7	-6
CC(C)N1CCc2c(sc(NC(=O)CN3C(=O)CCC3=O)c2-c2nc3ccccc3s2)C1	56*	33	51*
COc1ccc(C(=O)NN2C(=O)CSC2=S)cc1OC	-4	-5	-5
COc1ccc(-c2nc(CC(=O)N(C)Cc3nc4ccccc4c(=O)[nH]3)cs2)cc1OC	-7	-7	x
O=C1CC(c2cccc3[nH]ccc23)c2c(nc3ccccn23)CN1 (stereo unspecified)	1	-10	x
COc1ccc(CCN2CCC(CN(C)C(=O)c3ccc(C(C)=O)s3)CC2)cc1	-7	4	x
CN(C)S(=O)(=O)CCCN1CCC(c2ccn[nH]2)CC1	-10	x	-5
O=C(Cc1c[nH]c2ccccc12)NN1C(=O)CC(C2CCCCC2)C1=O (stereo unspecified)	-5	-6	-6
Cc1oc(-c2cccs2)nc1CN1CCOc2ccc(Cl)cc2C1	-11&3	9&-7	1
O=C(NCc1ccco1)c1cc2c(s1)CSC2	-6	5	-3
O=S(=O)(NCC1CCCO1)c1cccc2nsnc12 (stereo unspecified)	12	0	3
Cc1cc(C(=O)COC(=O)C23CC4CC(CC(Br)(C4)C2)C3)c(C)n1C	3	7	x
Cc1cc(-c2nnc(NC(=O)CCS(=O)(=O)c3ccc(F)cc3)o2)n(C)n1	-8	-1	-7
C#CCOCC(O)CN(Cc1c(-c2ccccc2)nn(C)c1Oc1ccccc1OC)CC(C)C (stereo unspecified)	0	0	-5
CC(=O)O[C@@H](C)C(=O)Nc1ccc(-c2cccc(-c3ccc4c(c3)OCCO4)n2)cc1	-2	8	-7
CCc1nc2ccc(C(=O)Nc3ccc(OC)c(OC)c3)cn2c1N(C)C(=O)C1CCCCC1	4	-10	3
Cc1ccc(C(NS(=O)(=O)c2cc(F)cc(F)c2)C2CC2)cc1 (stereo unspecified)	-6	1	x
CCCc1ccc(-c2nc(-c3ccncc3)no2)cc1	5	1	3
CCOC(=O)c1cc(-c2ccc3ccccc3c2)n(-c2ccc(C(=O)N3C(C)C=CC3C)cc2)n1 (stereo unspecified)	4	7	-3
CC(CCc1ccco1)Nc1ncnc2sc3c(c12)CCNC3 (stereo unspecified)	-3	-4	-9
CN(Cc1nc2ccc(F)cc2[nH]1)Cc1nc(CCc2ccccc2)no1	-9	12	-9
CN(c1ccccc1)N1CC(C(=O)N2CCC[C@H]2C(=O)OCc2ccccc2)CC1=O (stereo partly specified)	-4	-6	-7
c1n[nH]c(C2CCCCC2)c1CN1CCCC(N2CCOCC2)C1 (stereo unspecified)	-5	1	-2
O=S(=O)(c1ccc(F)cc1)N1CCN(c2ccc3nncn3n2)CC1	-5	2	-6

15 entries out of the list, sorted by SMILES length, lowest first:
SMILES	hcGAS lum	NPYLR7 agonist	mcGAS lum
O=C(NCc1ccco1)c1cc2c(s1)CSC2	-6	5	-3
O=S(=O)(NCC1CCCO1)c1cccc2nsnc12 (stereo unspecified)	12	0	3
CCCc1ccc(-c2nc(-c3ccncc3)no2)cc1	5	1	3
CN(C)S(=O)(=O)CCCN1CCC(c2ccn[nH]2)CC1	-10	x	-5
Cc1oc(-c2cccs2)nc1CN1CCOc2ccc(Cl)cc2C1	-11&3	9&-7	1
c1n[nH]c(C2CCCCC2)c1CN1CCCC(N2CCOCC2)C1 (stereo unspecified)	-5	1	-2
O=S(=O)(c1ccc(F)cc1)N1CCN(c2ccc3nncn3n2)CC1	-5	2	-6
CN(Cc1nc2ccc(F)cc2[nH]1)Cc1nc(CCc2ccccc2)no1	-9	12	-9
O=C(Cc1c[nH]c2ccccc12)NN1C(=O)CC(C2CCCCC2)C1=O (stereo unspecified)	-5	-6	-6
Cc1cc(C(=O)COC(=O)C23CC4CC(CC(Br)(C4)C2)C3)c(C)n1C	3	7	x
Cc1cc(-c2nnc(NC(=O)CCS(=O)(=O)c3ccc(F)cc3)o2)n(C)n1	-8	-1	-7
C#CCOCC(O)CN(Cc1c(-c2ccccc2)nn(C)c1Oc1ccccc1OC)CC(C)C (stereo unspecified)	0	0	-5
CN(c1ccccc1)N1CC(C(=O)N2CCC[C@H]2C(=O)OCc2ccccc2)CC1=O (stereo partly specified)	-4	-6	-7
CCc1nc2ccc(C(=O)Nc3ccc(OC)c(OC)c3)cn2c1N(C)C(=O)C1CCCCC1	4	-10	3
CC(=O)O[C@@H](C)C(=O)Nc1ccc(-c2cccc(-c3ccc4c(c3)OCCO4)n2)cc1	-2	8	-7

Next part:
SMILES	hcGAS lum	NPYLR7 agonist	mcGAS lum
CCCSc1nc2c(c(=O)[nH]1)C(c1ccc(C)cc1)C(C(=O)OC(C)C)C(C)=N2 (stereo unspecified)	-7	-5	x
Cc1ccc(C)c(S(=O)(=O)N2CCC(c3nc(-c4ccc(F)c(F)c4)no3)CC2)c1	3	-9	2
C=CCN(C(=O)C(C)S(C)(=O)=O)C1CCCC1 (stereo unspecified)	-14	0	x
O=C(c1cccc(-c2ccco2)c1)N1CCCC(Nc2ccc3c(c2)OCCO3)C1 (stereo unspecified)	-8	3	-9
CCC(C)Nc1nc(N)c([N+](=O)[O-])c(NCCO)n1 (stereo unspecified)	-5	19	x
COc1ccc(C2=NC(=Cc3ccsc3)C(=O)O2)cc1OC	-9	1	-6
C=CCN(C(=O)c1ccc(-c2ccc(OCC)cc2)s1)C1CCCCC1	-3	4	-7
Cc1cc(NC(=O)C(C)C)n(-c2nc3c(c(=O)[nH]2)CCC3)n1	-7	13	-8
Cc1ccc(C(CC(=O)NC(C)CCc2ccccc2)c2cn(C)c3ccccc23)cc1 (stereo unspecified)	-1	x	0
COc1cccc(CN(CC(O)COCc2ccco2)C2CC2)c1OC (stereo unspecified)	0	22	-3
CO[C@H]1C[C@H](O[C@H]2[C@H](C)[C@@H](O[C@@H]3O[C@H](C)C[C@H](N(C)C)[C@H]3OC(C)=O)[C@@H](C)C[C@@]3(CO3)C(=O)[C@H](C)[C@@H](OC(C)=O)[C@@H](C)[C@@H](C)OC(=O)[C@@H]2C)O[C@@H](C)[C@@H]1OC(C)=O	-4	-1	-5
O=C(Cn1ccc(C(F)(F)F)n1)Nc1cccc2c1CCCC2	-12	2	x
CCN(CC)S(=O)(=O)c1ccc(OC(C)C)c(NS(=O)(=O)c2c(C)c(C)cc(C)c2C)c1	4	1	-1
Cc1[nH]c2ccccc2c1CC(=O)NCc1noc(C2CCCC2)n1	-5	-3	x
COc1cccc(N2CC(CNC(=O)c3ccccc3S(=O)(=O)C(F)F)OC2=O)c1 (stereo unspecified)	4	8	x
CC(O)CNc1nccnc1-c1cccc(C=O)c1 (stereo unspecified)	-6	-2	-2
COCC(=O)N1CCN(c2cc(Oc3ccc(F)cc3F)ncn2)CC1C (stereo unspecified)	-5	-10	-4
CCC1c2cccn2CCN1C(=O)CCN1CCCCCC1=O (stereo unspecified)	-9	14	x
O=C(O)c1cc(-c2cccc3c2OCC3)cc(S(=O)(=O)N2CCCC2)c1	-5	0	x
COc1cccc(C(CN2CCN(C(=O)Nc3ccccc3OC)CC2)OCc2ccc(C)cc2)c1 (stereo unspecified)	2	21	-4
COc1ccc(CC(=O)Nc2cc(C)nn2-c2nc3c(cnn3-c3ccccc3)c(=O)[nH]2)cc1	-11	x	-5
Cc1cc(C)n(CC2(CNCc3nc(-c4ccco4)no3)CC2)n1	-4	11	x
CC(=O)Nc1cc(F)c(F)cc1NC(=O)c1ccn(-c2ccccc2)n1	-2	10	x
COC(=O)C1=C(C)NC(C)=C([N+](=O)[O-])C1c1ccccc1C(F)(F)F (stereo unspecified)	-4	6	-3
CC(C)C(=O)NC1CCCN(C(=O)c2ccccc2C(=O)c2ccc(Cl)cc2)C1 (stereo unspecified)	-7	-1	x
CC(C)(O)C#Cc1ccc(C(=O)N2CCCC(CO)(Cc3cccc(Cl)c3)C2)cc1 (stereo unspecified)	-8	18	x
Cc1nc2nc(N)[nH]n2c(=O)c1Br	13&26	4&5	x
Cc1nccn1-c1ccc(CNC(=O)NCCC(C)c2ccccc2)cn1 (stereo unspecified)	1	1	x
CCOC(=O)c1c(C)c(C(=O)C(C)N(C)C(=O)c2cccc(C(F)(F)F)c2)c(C)n1C (stereo unspecified)	-4	-11	-4
CCOC(=O)CCNC(=O)C1=COC2=NC(=O)NCCN12	-4	2	x
CCOc1ccc(NC(=O)Cn2ccn3nc(-c4ccc(OCC)cc4)cc3c2=O)cc1	-4	7	-7
Cn1nc(C(=O)O)c2c1CCN(C(=O)c1cccc(OCC(F)(F)F)c1)C2	-1	-1	x
COc1ccc(Cl)cc1C1=N/C(=C\c2cccc(C(F)(F)F)c2)C(=O)O1	-3	-2	-5
O=C(O)c1cn(C2CC2)c2cc(N3CCNCC3)c(F)cc2c1=O	-1&-2&-6	-14&-2&-5	-4&-3
O=C(c1ccc(F)cc1F)N1CCN(C(C(=O)N2CCOCC2)C2CCCC2)CC1 (stereo unspecified)	1	-3	x
CCc1ccc(S(=O)(=O)N2CCCC(CNS(=O)(=O)c3cccs3)C2)s1 (stereo unspecified)	-11	1	x
Nc1ccc(-c2ncccc2O)cc1	-5	-8	x
Cc1ccc2c(C)c(C(=O)N3CCCCC3c3ccccn3)oc2c1C (stereo unspecified)	-4	3	x
O=S(=O)(c1ccccc1)c1nnn2c1nc(NCCc1c[nH]c3ccccc13)c1ccccc12	3	5	0
O=C(c1cn(Cc2ccc(F)cc2Cl)nn1)N1CCCCC1c1ccc(F)cc1 (stereo unspecified)	-3	6	-12
COc1ccc(CNC(=O)C(C)N2CC(C)OC(C)C2)cc1 (stereo unspecified)	-8	8	x
N#Cc1ccc(OCC(O)CN2CCN(S(=O)(=O)c3ccccc3Cl)CC2)cc1 (stereo unspecified)	-9	6	x
CCOC(=O)c1cccc(C(=O)Nc2nnc(C)s2)n1	1	11	-6
